# KCNH2 WT inh: blocks the wildtype human KCNH2 potassium channel; Q12809; U2OS, BacMam KCNH2, thallium flux FluxOr; active compounds read low; activity change, % at 1.84 µM; actives 0.37% (n = 340,000); AID 720551;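 active = maximum activity change below -70%; inconclusive = maximum activity change between -70% and -50%; inactive = maximum activity change above -50%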; also: % is scaled to controls: 0 for no effect and ±100 for the full control effect
#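 U2OS cells were transduced with wild-type KCNH2 virus (2.03 x 10^8 / mL) for 4 h at room temperature, then cultured overnight at 37 C. Thallium flux was read with FluxOr dye. Rate constants were normalized to DMSO controls.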
# B2AR arrestin: recruits beta-arrestin to the human beta2-adrenergic receptor. Potency, µM (top dose mostly 46.1 µM), inactives show at the top dose activation, actives largely listed as activators. AID 492947. actives 0.02% (n = 330,000). P07550. beta-arrestin recruitment to beta2AR, cell-based reporter;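 also: potency is read from the fitted curve at half-maximal effect; 0% = DMSO controls and full agonism = EC100 isoproterenol or metaproterenol; nearly all actives have a fitted effect of over 65% in size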
# Target sequence (P07550 whole entry, looked up): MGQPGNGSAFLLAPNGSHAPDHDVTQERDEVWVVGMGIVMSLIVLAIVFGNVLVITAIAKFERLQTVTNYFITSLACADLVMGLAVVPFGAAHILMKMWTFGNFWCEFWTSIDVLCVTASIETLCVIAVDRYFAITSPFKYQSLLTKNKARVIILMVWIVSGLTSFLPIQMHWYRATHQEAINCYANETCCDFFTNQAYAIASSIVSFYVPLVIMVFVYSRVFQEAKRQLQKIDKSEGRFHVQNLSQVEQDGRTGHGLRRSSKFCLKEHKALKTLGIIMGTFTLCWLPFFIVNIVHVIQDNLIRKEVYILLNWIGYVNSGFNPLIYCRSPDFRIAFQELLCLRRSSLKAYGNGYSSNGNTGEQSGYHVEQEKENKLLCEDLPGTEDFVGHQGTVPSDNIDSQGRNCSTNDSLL
# TRPV1 ag: human TRPV1 agonism; TRPV1-expressing cells, Fluo-8 calcium influx, agonist mode; Q8NER1; actives 0.19% (n = 320,000); activation, % at 8.33 µM; in the data active = activation above about 80%; inconclusive = between about 30% and that limit; also: 0% is about no effect
#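 Cells expressing TRPV1 were dye-loaded with Fluo-8 and read kinetically: 10 s baseline, 3 min after compound (agonist portion), then 2 min after EC20 capsaicin (allosteric enhancer portion). Calcium-bound dye fluorescence at 480/520 nm.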
# GALK inhibitor: inhibitors of human galactokinase | Purified GALK, Kinase-Glo residual ATP luminescence | Potency, µM (highest dose often 57.5 µM), without a hit: at the highest dose activity change, negative = inhibition, actives largely listed as inhibitors | actives 0.007% (n = 270,000); also: potency is read from the fitted curve at half-maximal effect; % is scaled to controls: 0 for no effect and ±100 for the full control effect
#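 ATP-depletion format; final 35 uM ATP, 100 uM D-galactose, 5 nM enzyme; pH 8.0 HEPES/Mg2+ buffer; 60 min RT; luminescence read 10 min after detection reagent.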
# USP2a block: blocks human ubiquitin-specific protease USP2a; O75604; USP2 core, Ub-CHOP2 coupled fluorogenic reporter, 485/531; Potency, µM (titrated, usually from 38.3 µM), without a hit: at the top dose activity change, negative = inhibition, usual class: inhibitors; actives 0.01% (n = 330,000);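 also: potency is read from the fitted curve at half-maximal effect; plate controls were DMSO wells for no effect and full inhibition by NEM control for full effect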
# Target sequence (O75604 whole entry, looked up): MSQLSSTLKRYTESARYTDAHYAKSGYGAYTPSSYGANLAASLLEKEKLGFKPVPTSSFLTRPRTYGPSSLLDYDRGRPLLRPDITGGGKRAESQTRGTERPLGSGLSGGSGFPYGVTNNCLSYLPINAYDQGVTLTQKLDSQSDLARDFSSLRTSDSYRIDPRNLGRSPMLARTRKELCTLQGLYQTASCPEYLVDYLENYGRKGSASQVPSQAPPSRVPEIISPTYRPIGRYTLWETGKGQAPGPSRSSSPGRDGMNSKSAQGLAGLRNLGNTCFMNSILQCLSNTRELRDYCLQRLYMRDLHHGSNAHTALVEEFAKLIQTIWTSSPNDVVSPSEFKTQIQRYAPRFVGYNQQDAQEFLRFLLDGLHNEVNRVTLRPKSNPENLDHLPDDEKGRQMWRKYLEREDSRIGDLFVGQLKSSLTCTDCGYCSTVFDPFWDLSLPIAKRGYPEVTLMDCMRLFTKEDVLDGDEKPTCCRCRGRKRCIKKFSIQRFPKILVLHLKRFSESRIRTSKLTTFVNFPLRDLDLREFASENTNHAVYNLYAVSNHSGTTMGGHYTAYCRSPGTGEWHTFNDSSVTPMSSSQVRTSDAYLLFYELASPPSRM
#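 USP2 core (10nM final) preincubated 30min RT with compound in 20mM Tris-HCl pH 8.0, 2mM CaCl2, 2mM beta-mercaptoethanol, 0.05% CHAPS; 25nM Ub-CHOP2 plus 25nM reporter substrate added, fluorescence (Ex485/Em531) read after 60min.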
# Giardia kill: kills Giardia lamblia. Giardia lamblia trophozoite viability. actives 0.15% (n = 340,000). AID 540267. activity change, % at 7.66 µM, hits read low; in the data active = activity change below about -80%; inconclusive = between about -30% and that limit;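 also: parasites exposed to compound for two days anaerobically before the ATP read; % is scaled to controls: 0 for no effect and ±100 for the full control effect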
#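 ATP-content bioluminescence gauges trophozoite survival. Cells (100/well) receive compound and incubate anaerobically for 48 hrs at 37 deg C; detection reagent follows for 15-30 min at room temperature.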
# PKM2 activator: PKM2 (human) enzyme activation. Potency, µM (top dose mostly 57.5 µM), for the others: top-dose activation, usual class: activators. actives 0.34% (n = 260,000). purified PKM2, Kinase-Glo ATP luminescence, activation; response scale: 0% is enzyme alone, no compound. P14618. AID 1631; also: potency is read from the fitted curve at half-maximal effect; % is scaled to controls: 0 for no effect and ±100 for the full control effect; nearly all actives have a fitted effect of over 55% in size
#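 Kinase-Glo luminescence reports ATP generated from ADP (0.1 mM) and PEP (0.5 mM) by purified hPK-M2 after 1 h at room temperature, pH 7.2 imidazole buffer; intermediate enzyme activity allows detecting inhibitors and activators.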
# Coupling enz: coupling enzyme interference in Giardia aldolase counter-screen. coupling enzyme system counterscreen, AmpLite Red fluorescence. activity change, negative = inhibition, % at 58.2 µM, hits read low. actives 0.67% (n = 290,000); in the data active = activity change below about -30%; also: % is scaled to controls: 0 for no effect and ±100 for the full control effect
#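 Compounds tested against the coupling enzymes alone at 57.5 uM final; readout was AmpLite Red fluorescence (525/598 nm) after 20 min at RT.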
# Menin-MLL TR inh: menin-MLL binding inhibition, Texas Red mutant peptide; Menin + Texas Red MLL mutant peptide, fluorescence polarization; O00255; Potency, µM (highest dose often 61.6 µM), for inactives: at the highest dose FP activity change, negative = inhibition, hits mostly inhibitors; actives 0.23% (n = 270,000); active = well fitted inhibition curve with a large enough effect in the polarisation, with a control signal flat, not every such curve was filed as active; inconclusive = small, poorly fitted or top-dose-only effect, or effect the other way, or a change in a side signal; inactive = no such curve, though single readings can be large or run the other way; the % refers to the polarisation; also: potency is read from the fitted curve at half-maximal effect; % of control where 0% means no effect; many of its hits are not listed in these tables
# CXXC DNA block: blocks binding of human MLL CXXC domain to DNA; Potency, µM (highest dose often 115 µM), for inactives: at the top dose activity change, negative = inhibition, most hits filed as inhibitors; actives 0.037% (n = 290,000); AID 2662; MLL-CXXC / FITC-HOXA9 DNA fluorescence polarization; active = well fitted inhibition curve with a large enough effect in the polarisation, with a control signal flat, not every such curve was filed as active; inconclusive = small, poorly fitted or top-dose-only effect, or effect the other way, or a change in a side signal; inactive = no such curve, though single readings can be large or run the other way; the % refers to the polarisation; also: potency is read from the fitted curve at half-maximal effect
#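 Purified MLL-CXXC (added from a 7 uM solution) was preincubated 5 min at ambient with pinned compounds in 50 mM Tris-HCl pH 7.5, 50 mM NaCl, 1 mM DTT, 0.05% BSA. Fluorescein-labeled HOX-A9 DNA (50 nM solution) followed, 30 min, then polarization read.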
# KCNH2 3.1 block: inhibitors of human KCNH2 3.1 potassium channel isoform; U2OS KCNH2 3.1, thallium flux FluxOr; active compounds read low; AID 720553; activity change, % (tested at about 1.8 µM); actives 0.95% (n = 340,000);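 active = maximum activity change below -70%; inconclusive = maximum activity change from -70% to -50%; inactive = maximum activity change above -50%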;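 also: thallium influx rate constant from kinetic fluorescence after stimulation buffer; % is scaled to controls: 0 for no effect and ±100 for the full control effect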
#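 Thallium flux read-out: FluxOr dye with Red40 quencher in HBSS/HEPES, 45 min at RT. Rate constants from kinetic reads were normalized to positive and negative DMSO controls. Cells: U2OS virally expressing the 3.1 isoform.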
# Starred values were filed as active, the others as inactive; ? = inconclusive; . = no result given; [ ] = remark or other dose. Unless noted, calls follow the shape of the dose curve; as a rule, active = well fitted curve in the direction sought with a large enough effect; inconclusive = small, poorly fitted or top-dose-only effect, or another doubt; inactive = no such curve, though single readings can be large; an effect the other way counts as inactive or inconclusive. This is a subset, so the mix of outcomes need not match the whole.
SMILES,KCNH2 WT inh,B2AR arrestin,TRPV1 ag,GALK inhibitor,USP2a block,Giardia kill,PKM2 activator,Coupling enz,Menin-MLL TR inh,CXXC DNA block,KCNH2 3.1 block
O=[N+]([O-])c1cccnc1NCCc1ccccc1,-38.9,-1.2%,1.3,2.6%,-1.4%,-16.1,-1.4%,0.9,6.2%,-8.5%,.
CCCCCCOC(=O)C(C#N)c1nc2ccccc2nc1N1CCOCC1 (stereo not given),4.8,-0.5%,-2.1,-2.0%,?,6.2,-17.4%,-9.3,-5.7%,-7.8%,-1.8
COc1cccc(C(=O)NC2CCN(CC(=O)NCc3ccccc3F)CC2)c1,2.5,0.1%,-0.4,4.4%,2.2%,6.2,.,2.0,14.8%,-1.8%,16.9
COc1ccc(O)c(C(=O)c2cnc3onc(C(C)C)c3c2)c1,-7.5,0.5%,0.9,4.3%,-0.5%,-6.2,6.0%,4.2,-0.3%,-1.8%,8.1
Cc1nnc(SCC(=O)NC2CCCc3ccccc32)n1-c1ccccc1 (stereo not given),-0.8,-0.9%,0.2,2.3%,3.0%,-8.1,1.9%,0.3,-9.9%,-0.3%,6.1
CN(CC(=O)Nc1ccc(Cl)cc1)S(=O)(=O)c1cccc2cccnc12,-0.4,0.3%,-6.6,2.0%,-7.0%,10.4,-1.3%,-0.5,23.3%,-1.4%,-2.5
COC(=O)c1c(NC(=O)C(C)(C)C)csc1C,-11.0,-0.9%,8.3,-0.4%,-1.2%,2.8,-3.6%,1.7,.,1.9%,-1.5
O=C(NC1CCCCC1)C1(S(=O)(=O)c2ccc(Cl)cc2)CC1,17.3,0.1%,3.5,5.3%,1.4%,10.1,.,2.7,-7.5%,-3.6%,-11.8
CC(C)C(NC(=O)c1ccc(C(C)(C)C)cc1)C(=O)O (stereo not given),-1.2,0.4%,-0.5,-1.3%,4.2%,1.0,-1.2%,6.4,-4.5%,11.9%,-13.0
CCN(CC(=O)NCc1cccs1)C(=O)COc1ccccc1C#N,5.3,-0.2%,0.2,.,-1.1%,-0.2,.,.,.,.,-5.8
CC(C)(C)NC(=O)CN(Cc1ccc(F)cc1)C(=O)Cn1nnc(-c2ccc(F)cc2)n1,5.2,0.4%,1.3,-0.8%,-5.6%,-14.1,1.3%,0.1,-2.1%,0.6%,-21.4
CC(C)CNS(=O)(=O)c1ccc(CCC(=O)N2CCN(c3ccccc3)CC2)cc1,6.2,-0.8%,3.0,0.3%,3.4%,13.7,1.6%,4.2,-0.7%,0.2%,0.6
Cc1ccc(S(=O)(=O)N2[C@@H](c3ccc(Cl)cc3)C(C(=O)O)=CC[C@H]2c2cccc(Cl)c2)cc1,16.4,-0.1%,-2.6,.,0.3%,?,.,.,.,.,2.9
CC(=O)c1ccc(N2CCN(C(=O)Cc3ccccc3)CC2)c(F)c1,-5.4,-0.3%,?,-2.4%,1.8%,-7.4,.,-1.1,-0.6%,?,1.0
COc1ccc(NS(=O)(=O)c2cc(NC(=O)c3nn(C)c(=O)c4ccccc34)ccc2OC)cc1,-2.4,0.3%,-1.8,-2.9%,1.5%,-10.4,14.7%,4.8,19.1%,0.0%,1.6
COc1ccc(CCCNC(=O)CC#N)cc1OC,-15.9,-0.5%,-0.3,1.4%,0.0%,12.2,2.8%,0.3,-4.2%,5.6%,3.8
COc1cc(/C=C/C(=O)O)cc(S(=O)(=O)NNC(=O)c2ccc3c(c2)OCO3)c1OC,-4.4,-1.9%,.,.,-0.2%,-17.4,.,.,.,.,3.9
Cc1cc(C=O)c(C)n1-c1ccc(N2CCOCC2)c([N+](=O)[O-])c1,11.8,0.1%,4.6,-1.0%,0.7%,-9.3,-2.2%,0.1,-8.5%,-6.8%,-5.3
COc1ccc(C(=O)COC(=O)c2ccc(Cl)nc2)cc1OC,3.3,0.0%,-0.3,.,0.4%,-3.3,.,.,.,.,-1.4
Cc1ccc(S(=O)(=O)N2CCCCC2)cc1NC(=O)Cc1c[nH]c2ccccc12,1.6,-0.1%,0.0,-0.5%,-0.5%,?,-1.3%,-1.9,-1.5%,11.7%,-12.6
C/C(Cc1ccccc1)=N\NC(=O)CNC(=O)c1ccccc1Cl,-6.0,-0.9%,4.4,-4.1%,3.5%,-2.2,2.8%,-1.0,.,1.8%,-17.8
COC(=O)[C@@H]1C(c2c(OC)cc(OC)cc2OC)=NO[C@H]1C(=O)OC,-12.6,-2.0%,-6.3,.,1.7%,-7.7,1.6%,0.4,-2.4%,4.2%,4.2
CC1=C(C(=O)N2CCOCC2)C(c2ccccc2F)NC(=O)N1 (stereo not given),13.2,-1.0%,-0.2,9.4%,3.0%,2.7,0.8%,0.2,-2.1%,5.2%,-1.8
COc1ccccc1N1CCN(Cc2cc(=O)c(OCC(=O)Nc3ccccc3)co2)CC1,0.3,4.2%,-4.7,.,1.3%,0.3,.,.,.,.,3.6
COc1ccccc1CCc1nnc(CCC(=O)N(C)Cc2ccncc2C)o1,3.9,-0.3%,0.8,8.4%,2.0%,22.4,-0.6%,-0.4,-6.7%,6.5%,15.3
O=c1[nH]c2ccc(NS(=O)(=O)c3ccc(F)c(Cl)c3)cc2[nH]1,-2.1,-0.8%,-1.3,1.1%,0.0%,-14.5,15.3%,-3.5,13.2%,-1.4%,10.5
O=C(/C=C/c1cccc(F)c1)OCC(=O)N1CCc2ccccc21,-6.6,-0.7%,.,.,5.8%,3.7,.,.,.,.,-0.6
CCCc1cc(=O)c2ccc(OCC(C)=O)cc2o1,0.2,-0.9%,1.5,5.5%,0.2%,10.2,-8.6%,-0.1,.,-10.1%,-3.1
C=CCn1c(N)c(C(=O)N2CCOCC2)sc1=S,1.1,-0.4%,0.9,-1.5%,-0.5%,2.6,0.3%,3.2,10.4%,-6.9%,15.0
COc1cc(/C=N/NC(=O)c2cc(C)oc2C)ccc1OCc1ccccc1,-5.0,0.4%,-1.3,1.9%,1.0%,-6.2,2.0%,1.4,47.1%[activator],9.6%,-15.0
CCOCC(=O)Nc1c(C(=O)N2CCN(c3ncccn3)CC2)oc2ccccc12,-7.5,0.3%,?,4.5%,-0.5%,14.0,.,0.5,?,2.4%,14.8
Cc1ccc(NC(=O)c2cc(-c3ccco3)nc3ccccc23)cc1S(=O)(=O)N1CCOCC1,6.6,0.2%,-0.9,-2.3%,?,21.3,7.6%,-3.8,?,5.3%,10.0
C/C(=C\C(=O)O)CC(=O)O,-9.5,0.4%,-4.3,-2.0%,0.3%,-19.4,1.6%,-1.6,3.0%,-21.2%,-27.9
COc1ccc(NC(=O)c2cc(-c3ccccc3)nc3c2cnn3C(C)C)c(OC)c1,-9.0,-0.7%,5.0,.,3.5%,5.4,.,.,.,.,-11.4
COc1c(Br)cc(Br)cc1C(=O)O,4.8,-0.1%,1.1,-2.7%,1.2%,15.1,-11.0%,6.3,0.4%,4.2%,-12.1
CN(C)CCn1c2c(c(SCC(=O)Nc3ccc4c(c3)OCCO4)nc1=O)CCC2,-1.9,-0.3%,3.0,.,-3.0%,6.2,.,.,.,.,-2.8

# Taken from above.
# O=C(/C=C/c1cccc(F)c1)OCC(=O)N1CCc2ccccc21 | KCNH2 3.1 block = -0.6
# C/C(=C\C(=O)O)CC(=O)O | GALK inhibitor = -2.0%

# (cont.)
SMILES,KCNH2 WT inh,B2AR arrestin,TRPV1 ag,GALK inhibitor,USP2a block,Giardia kill,PKM2 activator,Coupling enz,Menin-MLL TR inh,CXXC DNA block,KCNH2 3.1 block
CS(=O)(=O)N1CCC(C(=O)Nc2ccccc2Cl)CC1,11.8,-0.4%,0.5,-1.8%,-0.2%,0.1,-5.8%[11.5 µM],4.1,0.7%,10.3%,1.1
COc1ccc(OC)c(NC(=O)Cn2c(=O)oc3ccccc32)c1,9.1,0.0%,4.4,4.2%,1.7%,27.8,14.6%,-0.3,-2.0%,-4.1%,-5.4
COC(=O)c1ccc(C2C(C(=O)Nc3ccc(C)cc3C)=C(C)Nc3ncnn32)cc1 (stereo not given),-27.7,-0.1%,.,2.4%,0.9%,-10.2,-1.4%,0.7,4.2%[11.7 µM],-4.1%,-4.3
Cc1ccc(S(=O)(=O)N(C)C[C@@H]2Oc3ccc(NC(=O)CCC(F)(F)F)cc3CC(=O)N([C@@H](C)CO)C[C@@H]2C)cc1,-1.5,0.5%,.,.,1.1%,?,.,.,.,.,0.2

# High-throughput results deposited in PubChem by National Center for Advancing Translational Sciences (NCATS).
